Jurkat NFkB inh = lowers PMA/ionomycin-induced NF-kB signal in Jurkat cells; PMA/ionomycin-induced NF-kB luciferase reporter, luminescence; inhibition, % at 4 µM; 330,000 compounds, 0.53% hits; AID 435003
HKDC1 inhibitor = inhibitors of human hexokinase HKDC1. recombinant HKDC1, G6PDH/diaphorase resazurin coupled fluorescence. AID 493160. inhibition, % at 20 µM. 340,000 compounds, 0.16% hits. Q2TB90;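 active = inhibition above about 35% when tested at 20 µM, limit read from the data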;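 also: plate controls were DMSO wells with enzyme for no effect and DMSO wells lacking enzyme for full effect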
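Test system: Recombinant HKDC1 (HK5) hexokinase enzyme, produced in-house | Input: HKDC1 at 5 µg/mL | Buffer or medium: Tris pH 8.0 buffer with MgCl2, Tween-20, BSA, BME | Schedule: 90 min reaction incubation at room temperature, dark | Technique: Resazurin-to-resorufin fluorescence via G6PDH and diaphorase coupling, 525/613 nm | Controls: DMSO wells with and without enzyme mix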
SENP8 block = inhibitors of human SENP8 protease; purified SENP8, Z-RLRGG-aminoluciferin cleavage, luminescence; inhibition, % at 10 µM; 330,000 compounds, 1.2% hits; AID 2540
Apaf1 inhib = blocks human Apaf-1 apoptosome activity; O14727; reconstituted apoptosome caspase-3 activity, DEVD-Rh110 fluorescence; inhibition, % at 20 µM; 330,000 compounds, 0.71% hits; AID 489030; active = inhibition of at least 40% at 20 µM;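 also: plate controls were DMSO wells for no effect and DEVD-CHO caspase inhibitor wells for full effect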
Target sequence (O14727 whole entry, looked up): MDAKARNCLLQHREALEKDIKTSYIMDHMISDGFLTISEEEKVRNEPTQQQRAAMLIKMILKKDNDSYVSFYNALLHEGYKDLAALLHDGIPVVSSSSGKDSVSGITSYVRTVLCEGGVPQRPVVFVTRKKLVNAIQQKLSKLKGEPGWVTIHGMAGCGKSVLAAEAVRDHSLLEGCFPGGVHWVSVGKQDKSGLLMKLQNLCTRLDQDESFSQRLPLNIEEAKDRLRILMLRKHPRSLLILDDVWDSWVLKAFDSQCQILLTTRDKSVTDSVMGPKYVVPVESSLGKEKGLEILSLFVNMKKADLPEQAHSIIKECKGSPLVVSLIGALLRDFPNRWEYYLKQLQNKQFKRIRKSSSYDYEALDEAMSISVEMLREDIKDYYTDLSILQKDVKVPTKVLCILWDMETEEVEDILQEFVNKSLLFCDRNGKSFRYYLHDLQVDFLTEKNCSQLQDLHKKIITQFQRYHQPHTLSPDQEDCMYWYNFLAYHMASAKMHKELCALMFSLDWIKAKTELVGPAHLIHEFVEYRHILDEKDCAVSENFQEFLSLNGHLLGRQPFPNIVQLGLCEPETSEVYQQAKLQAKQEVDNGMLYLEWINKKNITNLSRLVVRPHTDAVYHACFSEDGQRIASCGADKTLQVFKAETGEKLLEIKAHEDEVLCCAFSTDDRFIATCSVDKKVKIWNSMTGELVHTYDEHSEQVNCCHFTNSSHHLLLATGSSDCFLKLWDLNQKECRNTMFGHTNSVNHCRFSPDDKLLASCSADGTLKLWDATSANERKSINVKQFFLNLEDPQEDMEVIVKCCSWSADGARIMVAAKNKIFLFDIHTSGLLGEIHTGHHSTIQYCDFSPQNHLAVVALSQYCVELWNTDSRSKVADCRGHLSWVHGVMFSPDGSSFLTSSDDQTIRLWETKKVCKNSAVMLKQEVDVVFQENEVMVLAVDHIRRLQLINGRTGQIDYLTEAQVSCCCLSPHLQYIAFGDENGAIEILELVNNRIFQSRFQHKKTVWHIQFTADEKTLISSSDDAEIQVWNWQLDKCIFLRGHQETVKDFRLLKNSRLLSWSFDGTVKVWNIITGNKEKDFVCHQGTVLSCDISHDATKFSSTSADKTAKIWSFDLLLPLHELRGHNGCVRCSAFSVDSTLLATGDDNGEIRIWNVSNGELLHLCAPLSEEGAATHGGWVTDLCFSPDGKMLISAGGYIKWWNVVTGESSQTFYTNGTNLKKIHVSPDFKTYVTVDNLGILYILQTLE
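Material: cell-free apoptosome with Apaf-1, procaspase-3 and caspase-9; Buffer or medium: Hepes pH 7.5 with detergent and BSA; Reagent: cytochrome c trigger plus (Z-DEVD)2-Rh110 caspase-3 substrate; Times: compound with Apaf-1, dATP, procaspase-3 30 min, then 50 min reaction, room temperature; Technique: Rh110 fluorescence intensity.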
Gli-Sufu block = blocks Gli-Sufu signaling in a luciferase reporter. Sufu-KO-LIGHT fibroblasts, Gli luciferase reporter luminescence. inhibition, % at 5 µM. 340,000 compounds, 0.74% hits;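 active = inhibition above about 55%, limit read from the data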;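 also: 0% = DMSO-treated cells and 100% = wells with medium but no cells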
SENP7 block = SENP7 protease inhibition; 330,000 compounds, 1.5% hits; recombinant SENP7, Z-RLRGG-aminoluciferin luminescence, 40 min; AID 434973; inhibition, % at 5 µM; Q9BQF6;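 active = inhibition above about 50% at the single test dose, limit read from the data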;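 also: plate controls were DMSO with enzyme for no effect and no enzyme buffer wells for full effect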
697 NFkB inh = lowers PMA/ionomycin-induced NF-kB signal in 697 B cells. 330,000 compounds, 0.33% hits. inhibition, % at 4 µM. 697 B-cell NF-kB luciferase reporter, 16 h; in the data active = inhibition above about 35%
UBC13 inh = blocks human UBC13 polyubiquitin chain formation; TR-FRET; inhibition, % at 20 µM; P61088; AID 485273; 330,000 compounds, 0.47% hits; in the data active = inhibition above about 45%, passing the limit was not always enough
Active calls of the source: *; x = not tested or not shown. Rule as the data show it, unless noted: active = inhibition above about 50%; inactive = the rest. Compounds as they come; 3.6% or so of the library scored in one or more.

SMILES	Jurkat NFkB inh	HKDC1 inhibitor	SENP8 block	Apaf1 inhib	Gli-Sufu block	SENP7 block	697 NFkB inh	UBC13 inh
O=C(/C=C/c1ccc(Cl)cc1)Nc1ccc(N2CCOCC2)cc1	17.8	-0.4	-4.3	-10.5	x	5.5	19.9	-9.8
NC(N)=Nc1nc2ccc([N+](=O)[O-])cc2[nH]1	-39.2	-3.4	-5.9	7.8	-2.3	-7.1	-8.8	-10.3
O=C1N/C(=N\N=C\c2cccs2)SC1Cc1ccc(Cl)cc1Cl (stereo not given)	8.5	-13.4	-4.0	18.9	-4.2	3.8	-16.2	-17.5
CC1=C/C(=N\S(=O)(=O)c2ccccc2)C(C(C)C)=CC1=O	-12.3	0.8	3.4	13.0	-13.7	-0.3	-2.6	-8.9
CSc1cccc(NC(=O)C2CCCN(S(=O)(=O)c3ccc(F)cc3)C2)c1 (stereo not given)	-13.5	0.6	-6.0	13.8	-1.1	-9.3	-2.5	4.5
Cc1ccc(CN(C)CC(=O)Nc2ccccc2C(=O)NC2CC2)o1	-18.8	-6.3	-15.7	7.2	1.0	-6.7	5.6	-3.6
O=C(Nc1ccc(NS(=O)(=O)c2ccccc2)cc1)c1ccccc1	0.3	-0.9	3.6	3.5	-24.4	-1.2	10.5	2.8
CCOC(=O)C1CCN(C(=O)c2ccccc2N(C)S(=O)(=O)c2ccccc2)CC1	9.1	-6.3	-8.5	2.9	3.3	-1.3	-10.3	9.7
O=C(O)CC(=O)Nc1ccccc1C(=O)O	7.4	-0.7	-4.0	3.9	-6.6	11.9	11.0	7.7
O=C(O)c1ccccc1NC(=O)N1CCOCC1	-4.7	-9.0	-0.5	-2.1	3.5	3.1	7.8	2.2

Retrieved by structure from above:
SMILES	Jurkat NFkB inh	HKDC1 inhibitor	SENP8 block	Apaf1 inhib	Gli-Sufu block	SENP7 block	697 NFkB inh	UBC13 inh
NC(N)=Nc1nc2ccc([N+](=O)[O-])cc2[nH]1	-39.2	-3.4	-5.9	7.8	-2.3	-7.1	-8.8	-10.3
O=C(Nc1ccc(NS(=O)(=O)c2ccccc2)cc1)c1ccccc1	0.3	-0.9	3.6	3.5	-24.4	-1.2	10.5	2.8

Later entries:
SMILES	Jurkat NFkB inh	HKDC1 inhibitor	SENP8 block	Apaf1 inhib	Gli-Sufu block	SENP7 block	697 NFkB inh	UBC13 inh
CCCn1c(Nc2ccc(Cl)cc2)nc2ccccc21	7.3	0.1	-11.9	13.8	-14.2	-5.4	4.2	4.7
CC1CC(C)CN(C(=O)c2ccncc2)C1 (stereo not given)	-6.7	2.1	-6.0	2.7	-3.5	-4.8	-17.0	-0.8
COc1ccc2nc(NC(=O)CCc3cc(OC)c(OC)c(OC)c3)sc2c1	5.6	-6.5	5.1	-3.4	1.4	2.6	-5.7	0.8
Cc1ccc(OCC(=O)Nc2ccc(N3CCN(C(=O)c4ccco4)CC3)cc2)cc1C	2.7	0.5	-0.4	-7.3	10.3	10.9	-12.3	-0.2
CN=CC1=C(O)c2ccccc2C1=O	0.1	-8.4	2.2	-22.2	-1.4	-4.2	2.3	-8.5
CC(=O)c1c(C)[nH]c(C(=O)NNC(=O)COc2ccc(Cl)cc2C)c1C	6.3	-2.5	17.8	10.1	-1.4	-0.5	9.2	2.2
CN(CC(=O)Nc1cc(Cl)ccc1C#N)C1CCS(=O)(=O)C1 (stereo not given)	-4.7	-2.7	-10.8	15.0	-5.8	-0.5	2.8	-4.6
Cc1cc(OCC(=O)N(Cc2ccccc2)C2CCS(=O)(=O)C2)ccc1Cl (stereo not given)	15.0	2.4	-2.0	9.5	4.1	-2.4	-5.1	2.1
COCCN(C(=O)C1=COCCO1)c1c(N)n(CC(C)C)c(=O)[nH]c1=O	-10.6	-2.4	-6.8	-1.0	-4.5	9.7	27.3	-1.6
N#CCCN(C(=O)COC(=O)/C=C/c1cccs1)c1ccccc1	-4.3	-7.7	-11.0	12.9	4.1	-11.6	2.1	-12.7
COc1ccc(CCC(=O)NCc2ccco2)cc1	-9.6	-0.6	-0.4	1.1	-1.7	14.5	-2.3	-5.0
O=S1(=O)CCC(N=Cc2ccc(-c3ccc(Cl)cc3)o2)C1 (stereo not given)	-11.3	-2.2	-3.7	12.7	-4.3	4.7	-8.3	-5.8
O=S(=O)(Nc1cc(S(=O)(=O)N2CCOCC2)ccc1NCC1CCCO1)c1ccc(F)cc1 (stereo not given)	-6.5	-2.1	-3.9	0.9	4.0	-3.3	-6.0	-18.6
O=C(CSc1ccc2nnc(-c3ccccn3)n2n1)Nc1ccc2c(c1)OCCO2	18.8	2.7	-1.6	-3.5	-50.2	-3.3	-7.4	-2.6
Cc1ccc2c(c1)N(CC(=O)NCc1cccnc1)C(=O)CO2	10.7	-4.1	-0.9	4.5	1.5	15.2	-0.2	1.9
Cc1ccc(/C=C2/NC(=O)N(Cc3ccccc3)C2=O)s1	-3.5	13.3	0.6	-1.3	-13.4	-0.2	5.4	-11.7
Cc1cccc(-c2nnc(N)s2)c1	-4.4	-4.9	-8.1	7.7	2.2	-11.1	-16.3	-4.6
Cc1cc(Cl)cc(Br)c1OCCCNCC(C)O (stereo not given)	0.2	-6.8	5.9	-21.9	3.8	1.0	11.5	11.6
COc1ccc(-c2nnc(Nc3ccc(S(=O)(=O)Nc4nccs4)cc3)c3ccccc23)cc1	18.3	-4.7	11.0	1.2	-5.5	-2.1	1.2	0.3
CCOC(=O)c1sc2ncn(C(C)C(=O)OCC)c(=O)c2c1C (stereo not given)	-22.7	-6.9	-5.8	-1.6	-4.0	2.1	12.9	7.3
Cc1ccc(S(=O)(=O)N2CC(=NN=C(N)N)C2)cc1	16.3	-1.2	-1.3	3.1	-2.6	-3.3	16.6	5.5
N#C/C(=C\c1ccncc1)c1nc2ccccc2[nH]1	2.0	12.0	-2.8	5.9	9.1	0.1	15.4	-6.6

Quoted from the listing:
CCOC(=O)c1sc2ncn(C(C)C(=O)OCC)c(=O)c2c1C (stereo not given) – Gli-Sufu block: -4.0
Cc1ccc(S(=O)(=O)N2CC(=NN=C(N)N)C2)cc1 – Gli-Sufu block: -2.6

Of the compounds above, these have a halogen:
SMILES	Jurkat NFkB inh	HKDC1 inhibitor	SENP8 block	Apaf1 inhib	Gli-Sufu block	SENP7 block	697 NFkB inh	UBC13 inh
O=C(/C=C/c1ccc(Cl)cc1)Nc1ccc(N2CCOCC2)cc1	17.8	-0.4	-4.3	-10.5	x	5.5	19.9	-9.8
O=C1N/C(=N\N=C\c2cccs2)SC1Cc1ccc(Cl)cc1Cl (stereo not given)	8.5	-13.4	-4.0	18.9	-4.2	3.8	-16.2	-17.5
CSc1cccc(NC(=O)C2CCCN(S(=O)(=O)c3ccc(F)cc3)C2)c1 (stereo not given)	-13.5	0.6	-6.0	13.8	-1.1	-9.3	-2.5	4.5
CCCn1c(Nc2ccc(Cl)cc2)nc2ccccc21	7.3	0.1	-11.9	13.8	-14.2	-5.4	4.2	4.7
CC(=O)c1c(C)[nH]c(C(=O)NNC(=O)COc2ccc(Cl)cc2C)c1C	6.3	-2.5	17.8	10.1	-1.4	-0.5	9.2	2.2
CN(CC(=O)Nc1cc(Cl)ccc1C#N)C1CCS(=O)(=O)C1 (stereo not given)	-4.7	-2.7	-10.8	15.0	-5.8	-0.5	2.8	-4.6
Cc1cc(OCC(=O)N(Cc2ccccc2)C2CCS(=O)(=O)C2)ccc1Cl (stereo not given)	15.0	2.4	-2.0	9.5	4.1	-2.4	-5.1	2.1
O=S1(=O)CCC(N=Cc2ccc(-c3ccc(Cl)cc3)o2)C1 (stereo not given)	-11.3	-2.2	-3.7	12.7	-4.3	4.7	-8.3	-5.8
O=S(=O)(Nc1cc(S(=O)(=O)N2CCOCC2)ccc1NCC1CCCO1)c1ccc(F)cc1 (stereo not given)	-6.5	-2.1	-3.9	0.9	4.0	-3.3	-6.0	-18.6
Cc1cc(Cl)cc(Br)c1OCCCNCC(C)O (stereo not given)	0.2	-6.8	5.9	-21.9	3.8	1.0	11.5	11.6

From PubChem BioAssay
